Source: PubChem
RAD54 inh: inhibitors of human RAD54 branch migration, primary screen, biochemical, fluorescence, single point. DNA repair and recombination protein RAD54-like (Homo sapiens), Q92698. RAD54 Holliday junction branch migration, FAM/BHQ fluorescence. inhibition, % at 10.4 µM. 360,000 compounds, 0.14% hits;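 active = mean normalized replicate activity at least 40 and at least half of replicates scoring 40 or more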;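 note: 0% = median of neutral control wells and 100% = median of positive control wells; inhibitors cause a drop in the FAM fluorescence signal; in these data hits start at about 50%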
ERAP1 inh: human ERAP1 aminopeptidase inhibitors, primary screen, biochemical, single point, plate reader; Endoplasmic reticulum aminopeptidase 1 (Homo sapiens), Q9NZ08; recombinant ERAP1, Leu-AMC fluorescence, 60 min; inhibition, % at 10.7 µM; 340,000 compounds, 0.15% hits; AID 652197, 2013;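 active = mean replicate inhibition of at least 30%, or all replicates individually reaching that 30% level; inactive = mean below 30% and not every replicate reaching it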;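 note: 0% = neutral control wells and 100% = L-leucinethiol positive control wells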
Target sequence (Q9NZ08 whole entry, looked up): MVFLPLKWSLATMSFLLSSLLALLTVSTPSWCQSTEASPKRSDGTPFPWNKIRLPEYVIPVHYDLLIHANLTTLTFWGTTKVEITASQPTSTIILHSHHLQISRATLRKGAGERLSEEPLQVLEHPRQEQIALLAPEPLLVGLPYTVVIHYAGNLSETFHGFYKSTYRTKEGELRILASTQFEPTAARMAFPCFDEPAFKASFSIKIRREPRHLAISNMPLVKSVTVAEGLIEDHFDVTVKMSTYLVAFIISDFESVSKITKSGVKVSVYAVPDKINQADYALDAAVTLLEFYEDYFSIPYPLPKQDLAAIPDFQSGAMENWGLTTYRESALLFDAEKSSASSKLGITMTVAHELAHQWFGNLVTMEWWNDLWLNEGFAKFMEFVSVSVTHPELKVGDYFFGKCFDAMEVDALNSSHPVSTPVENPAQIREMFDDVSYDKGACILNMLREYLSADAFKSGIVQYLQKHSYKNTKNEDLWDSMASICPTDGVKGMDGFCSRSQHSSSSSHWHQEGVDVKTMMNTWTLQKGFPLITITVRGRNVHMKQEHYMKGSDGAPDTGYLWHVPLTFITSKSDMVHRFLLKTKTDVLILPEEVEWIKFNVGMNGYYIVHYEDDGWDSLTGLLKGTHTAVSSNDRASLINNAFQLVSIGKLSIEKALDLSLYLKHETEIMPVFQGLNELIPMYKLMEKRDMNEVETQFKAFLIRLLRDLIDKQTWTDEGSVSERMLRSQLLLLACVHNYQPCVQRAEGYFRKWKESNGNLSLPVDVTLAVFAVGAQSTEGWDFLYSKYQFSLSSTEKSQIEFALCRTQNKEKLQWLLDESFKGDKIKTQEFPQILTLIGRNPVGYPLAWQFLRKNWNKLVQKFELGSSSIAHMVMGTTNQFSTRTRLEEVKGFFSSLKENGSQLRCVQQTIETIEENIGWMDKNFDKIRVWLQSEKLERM
esBAF inh: Bmi1 luciferase reporter increase in mESCs, primary screen, esBAF inhibitor project, mouse ES cells, Bmi1 luciferase knock-in, single point; 24 h; 100% = twice the neutral-well signal; reporter increase, % at 12.5 µM; 350,000 compounds, 2% hits; AID 602393, 2012; in the data active = activation above about 40%;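 note: 0% = median of the plate's neutral control wells and 100% = double that signal; a rise in the Bmi1 reporter signal indicates esBAF inhibition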
RAD52 inh: RAD52 DNA annealing inhibitors, primary screen, biochemical, FRET, single point, set 2; DNA repair protein RAD52 homolog (Homo sapiens), P43351; recombinant RAD52 DNA annealing, FRET fluorescence; inhibition, % at 18.7 µM; 360,000 compounds, 0.46% hits; AID 651710, 2012;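 active = every replicate showing at least 50% inhibition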
F508del corr: F508del CFTR correction, initial screen, CFBE line, single point. CFBE cells, YFP halide quenching; stimulated with forskolin plus potentiator P3; % fluorescence drop versus neutral controls. activity (quench increase), % at 7.58 µM. 350,000 compounds, 0.36% hits. AID 720511, 2013;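 active = mean added fluorescence quench of at least 8% versus neutral control, with both replicates also reaching 8%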;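 note: cells transiently co-express mutant CFTR-F508del with the halide-sensitive YFP; corrector assay measuring rescue of mutant channel to the surface after 24 h compound exposure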
ARNT TACC3 PPI: disruptors of ARNT/TACC3 protein interaction, primary screen, biochemical, AlphaScreen, single concentration; Transforming acidic coiled-coil-containing protein 3 (Homo sapiens), Q9Y6A5; AlphaScreen His-ARNT PAS-B/GST-TACC3 binding, luminescence; TACC3 fragment carries E629A point mutation; inhibition, % at 9.99 µM; 390,000 compounds, 0.66% hits; AID 623870, 2012;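 active = mean inhibition of replicates at least 50% and at least half of replicates each reaching 50%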;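 note: 0% = complete ARNT plus TACC3 wells and 100% = ARNT alone without TACC3; many hits fall short of the cut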
Xi reactivation: activators of inactive X chromosome reactivation, primary screen, imaging, XiGFP fibroblasts, GFP high-content imaging, set 2; 360,000 compounds, 0.055% hits; activation, % at 7.58 µM; XiGFP mouse fibroblasts, % GFP-positive cells imaging, 3 d; cells co-treated with 5-aza-dC sensitizer; scaled so ellipticine positive control = 100%; AID 743238, 2013;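 active = mean normalized replicate activation at least 10% and every replicate at or above 10%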;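 note: 0% = median of on-plate neutral control wells and 100% = ellipticine 6 µM median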
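System: 68-5-11 XiGFP fibroblast line; Timing: 3 days compound exposure; Compound dosing: one concentration, pinned; Benchmarks: positive control ellipticine, 6 µM final; Buffer or medium: DMEM containing 5-aza-dC.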
GSIS activator: GLuc luminescence reporter in INS-1E cells, primary screen for activators of glucose-dependent secretion of insulin; activation, % at 16.6 µM; INS-1E GLuc reporter insulin secretion, 2-3 h; AID 743287, 2014; 370,000 compounds, 0.61% hits;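 active = lowest replicate activation of at least 40%, so every replicate reaches that level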;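 note: 0% = median of neutral control wells and 100% = median of IBMX positive control wells; some compounds called inactive have numbers as strong as hits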
* hit, by the source's call; . = no result given.

SMILES	RAD54 inh	ERAP1 inh	esBAF inh	RAD52 inh	F508del corr	ARNT TACC3 PPI	Xi reactivation	GSIS activator
CN1N=C(C(=O)NC2CCCc3c2cnn3-c2ccc(F)cc2F)CCC1=O (stereo not given)	-2	-1	13	-11	1.9	-4	-0.1	-10
COC(=O)COc1ccc2c(c1)O/C(=C\c1ccco1)C2=O	-29	1	1	-37	-2.7	14	0.3	-2
CC(C)(C)NC(=O)c1cccc2c1-c1ccccc1C2=O	1	-4	-1	-18	10*	-6	0.1	7
CC(C)C(=O)Nc1nnc(SCC(=O)N2C(C)CCCC2C)s1 (stereo not given)	-9	2	1	-17	0.6	5	0.2	-15
Cc1cnc(-c2nc3ccccc3n2C(C)C(=O)Nc2c(C)cccc2C)cn1 (stereo not given)	.	10	.	-1	4.5	.	0.0	-11
O=C(CN1C(=O)c2cccc3cccc(c23)C1=O)N1CCCCCC1	-1	3	-1	3	3.0	-17	.	2
Oc1ccc(-c2ccccc2)cc1CN1CCCCCC1	3	5	7	-12	-6.4	-1	0.0	8
Cc1ccc(S(=O)(=O)N(C)C[C@H]2Oc3cc(Br)ccc3S(=O)(=O)N([C@@H](C)CO)C[C@H]2C)cc1	2	-2	-5	11	0.0	9	0.4	-23
CC(C)c1cccc(NC(=O)C[C@H]2CC[C@H]3[C@@H](COc4ccc(NS(=O)(=O)c5ccccc5Cl)cc4C(=O)N3C)O2)c1	4	-2	10	5	1.4	-1	0.0	-1
O=C(Cc1ccncc1)NCC[C@@H]1CC[C@@H](NC(=O)C2CCCCC2)[C@@H](CO)O1	-3	-1	0	-33	-2.2	7	0.3	-3
C/C=C/c1ccc([C@@H]2[C@@H](CO)N(C(=O)C3CCCCC3)C23CN(C(=O)NC(C)C)C3)cc1	.	0	.	-13	0.9	.	0.2	-17
COc1cccc(C#Cc2cnc3c(c2)C(=O)N([C@H](C)CO)C[C@@H](C)[C@H](CN(C)C(=O)C2CCCCC2)O3)c1	-11	0	3	-2	-0.1	-9	0.0	-7
Cc1cc(C(C)(C)C)cc(CN2CCN(S(=O)(=O)c3cccs3)CC2)c1O	5	-3	6	-70	-2.2	.	0.3	-13
O=C(N/N=C\c1ccccc1)c1cccc(C(=O)N/N=C\c2ccccc2)n1	-1	.	.	-13	-0.3	.	-0.1	1
O=C(N/N=C/c1ccc(COc2ccc(Br)cc2)o1)c1ccc2c(c1)OCO2	10	3	14	-5	1.3	5	0.1	-11
COc1ccc(CN(C)C[C@@H]2Oc3ccc(NC(=O)Nc4ccc(OC)cc4)cc3CC(=O)N([C@@H](C)CO)C[C@H]2C)cc1	7	-1	-6	24	-0.6	7	-0.1	10
O=C1CCN(CCc2ccccc2)CCN1CCSc1ccccc1	2	-1	24	4	-0.1	1	0.0	-31
Cc1cc2nc(-c3ccc(Cl)cc3)c(CC(C)(C)C)n2c(C)c1Br	-4	.	-4	-37	-1.6	.	0.0	-32
O=C(Nc1ccccc1)c1ccc(-n2cnnn2)cc1	-6	2	35	0	0.8	-1	0.0	16
Cc1cccc(NC(=O)CSc2nncn2-c2ccccn2)c1	.	2	.	-12	0.2	2	0.2	11
CCc1nc2ccc(C(=O)NCCc3c[nH]c4ccccc34)cn2c1N(C)Cc1nccn1C	0	-1	4	-7	-1.3	.	0.4	5
O=C(COC(=O)c1cnccn1)Nc1cccc(F)c1	11	1	-4	-19	1.6	.	0.0	0
CC(C)C#Cc1ccc([C@H]2[C@H](CO)N3C(=O)CN(C(=O)c4ccccn4)C[C@@H]23)cc1	.	1	.	4	-3.3	.	0.2	-17
O=C(O)C[C@H]1CC[C@H](NC(=O)Nc2cc(F)ccc2F)[C@@H](CO)O1	-12	-1	-4	3	0.3	-12	0.3	-10
COc1cccc(N2C(=O)c3cccnc3C2O)c1 (stereo not given)	-11	2	-2	-3	-0.6	0	0.2	0

Among those listed so far, 3 have bromine:
SMILES	RAD54 inh	ERAP1 inh	esBAF inh	RAD52 inh	F508del corr	ARNT TACC3 PPI	Xi reactivation	GSIS activator
Cc1ccc(S(=O)(=O)N(C)C[C@H]2Oc3cc(Br)ccc3S(=O)(=O)N([C@@H](C)CO)C[C@H]2C)cc1	2	-2	-5	11	0.0	9	0.4	-23
O=C(N/N=C/c1ccc(COc2ccc(Br)cc2)o1)c1ccc2c(c1)OCO2	10	3	14	-5	1.3	5	0.1	-11
Cc1cc2nc(-c3ccc(Cl)cc3)c(CC(C)(C)C)n2c(C)c1Br	-4	.	-4	-37	-1.6	.	0.0	-32

Some of these compounds in order of SMILES length, ascending:
SMILES	RAD54 inh	ERAP1 inh	esBAF inh	RAD52 inh	F508del corr	ARNT TACC3 PPI	Xi reactivation	GSIS activator
COc1cccc(N2C(=O)c3cccnc3C2O)c1 (stereo not given)	-11	2	-2	-3	-0.6	0	0.2	0
O=C(Nc1ccccc1)c1ccc(-n2cnnn2)cc1	-6	2	35	0	0.8	-1	0.0	16
CN1N=C(C(=O)NC2CCCc3c2cnn3-c2ccc(F)cc2F)CCC1=O (stereo not given)	-2	-1	13	-11	1.9	-4	-0.1	-10
CCc1nc2ccc(C(=O)NCCc3c[nH]c4ccccc34)cn2c1N(C)Cc1nccn1C	0	-1	4	-7	-1.3	.	0.4	5

Continued.
SMILES	RAD54 inh	ERAP1 inh	esBAF inh	RAD52 inh	F508del corr	ARNT TACC3 PPI	Xi reactivation	GSIS activator
O=C(NCc1ccc(Cl)cc1)C1CCC(=O)N(C2CC2)C1 (stereo not given)	5	1	-6	-7	-0.7	4	0.1	2
CCOC(=O)C1=CNS(=O)(=O)NC1c1ccc(C#N)cc1 (stereo not given)	0	-1	2	-8	4.5	0	-0.1	9
CCOC(=O)N1CCN(C(=O)/C(=C/c2ccc(N(C)C)cc2)NC(=O)c2ccccc2)CC1	-12	5	-2	-69	0.4	.	0.0	-2
CSCCC(NC(=O)c1ccccc1Cl)C(=O)NCC(c1cccs1)N(C)C (stereo not given)	8	1	6	-7	-0.6	2	0.3	6
CCOc1ncccc1C(=O)OCC(=O)c1cc(OC)c(OC)c(OC)c1	11	-1	.	-16	-1.1	2	-0.1	-7
COc1ccc(NC2=CC(=O)CC(c3ccccc3)C2)cc1 (stereo not given)	.	3	.	-11	1.0	-6	-0.1	1
CO[C@@H]1CN(C)C(=O)c2cc(NC(=O)Nc3c(C)noc3C)ccc2OC[C@@H](C)NC[C@H]1C	12	2	-2	-47	1.9	-6	-0.1	12
Cc1ccccc1CCN(C(=O)c1csnn1)C(C(=O)NC1CCCC1)c1ccco1 (stereo not given)	-4	2	-4	-15	0.2	-6	0.0	2
O=C(CC(C(=O)O)c1c(F)cccc1Cl)c1ccc(Cl)cc1 (stereo not given)	-13	-7	-5	-3	1.2	-7	0.1	2
C[C@H](CO)N1C[C@H](C)[C@@H](CN(C)S(=O)(=O)c2cccs2)Oc2c(NC(=O)Nc3ccc(C(F)(F)F)cc3)cccc2C1=O	-2	0	-6	-4	1.1	0	0.1	-25
CC(C)C[C@H](NC(=O)Nc1ccc2c(c1)OCCO2)C(=O)O	.	-2	.	0	-0.2	-8	8.7	-1
O=c1cc(CO)oc(C(Nc2ccccn2)c2ccccc2F)c1O (stereo not given)	8	.	-35	-15	0.3	-9	0.0	-2
CCNC(=O)C1CCCN(C(=O)c2ccc(OC(F)F)cc2)CC1 (stereo not given)	-11	1	-5	0	-2.4	.	-0.1	7
C[C@@H]1CN([C@@H](C)CO)C(=O)c2cccc(NC(=O)C3CC3)c2O[C@@H]1CN(C)Cc1ccc(C(F)(F)F)cc1	-5	0	-9	-12	1.4	-11	-0.1	0
Cc1cnc(NC(=O)CSc2nnc(Cc3ccccc3)o2)s1	0	-4	-3	-29	0.1	1	.	16
CCOc1ccc(NC(=O)C2CC3CCC2C3)cc1 (stereo not given)	-9	.	.	-6	-0.5	.	-0.1	.
N#Cc1c(-c2ccccc2)cc(-c2ccccc2)nc1SCc1nnc(-c2ccccc2)o1	4	.	-1	.	.	-22	.	-2
Cn1c(=O)c2c(nc(CN3CCN(C(=O)c4ccco4)CC3)n2CC(N)=O)n(C)c1=O	3	-2	8	2	-0.8	.	0.0	10
COc1cc2c3c(c1)c(N=NC(N)=S)c(O)n3C(C)(C)C=C2C	.	-3	-8	0	5.7	6	-0.2	27
COc1ccc(C2CC(=O)N(CC(=O)NCC3CCCO3)c3ccccc3S2)cc1 (stereo not given)	.	-3	.	-10	.	.	-0.1	10
O=C(NC12CC3CC(CC(C3)C1)C2)C1CCCN1C(=O)Nc1ccccc1 (stereo not given)	-2	0	-3	-15	-1.5	1	0.1	8
COC(=O)N/N=C/c1cc(Cl)cc(Cl)c1OCc1ccc(F)cc1	4	.	.	.	.	1	-0.1	-33
COc1cc2ncnc(N[C@H](C)c3ccccc3)c2cc1OC	-2	1	1	9	.	9	.	-10
COc1ccc(NC(=O)Nc2cccc3c2O[C@H](CN(C)Cc2ccc(C(=O)Nc4ccccc4N)cc2)[C@@H](C)CN([C@@H](C)CO)C3=O)cc1	4	4	-8	-14	3.0	20	1.4	-2
Cc1cccc(C)c1NC(=O)CN1CCN(c2ccc(C(F)(F)F)cn2)CC1	-1	.	-4	-14	-0.3	.	0.0	-13
Other results
SMILES	RAD54 inh	ERAP1 inh	esBAF inh	RAD52 inh	F508del corr	ARNT TACC3 PPI	Xi reactivation	GSIS activator
COc1ccc(C(=O)NCCc2nc3cc([N+](=O)[O-])ccc3n2C)cc1	.	-1	-2	8	-0.8	-14	0.4	-10
Fc1ccc(CNC(=S)Nc2ccc(OC(F)F)cc2)cc1	.	12	.	-7	.	-4	9.8	-5
CC(=O)Nc1ccc(NC(=S)NC(=O)c2oc3ccccc3c2C)cc1	-16	.	.	.	.	-1	0.4	10
CCc1ccccc1-n1nnnc1SCC(=O)Nc1ccc(N2CCN(C)CC2)cc1	7	-1	-6	7	0.1	2	0.0	-2
Cc1ccc(F)c(NC(=O)CCOc2ccccc2C)c1	14	-1	-2	-143	-3.5	-12	-0.1	-15
CC(=O)OC1CCC2C3CCc4cc(OP(=O)(N5CC5)N5CC5)ccc4C3CCC12C (stereo not given)	-7	-3	4	-10	-4.2	.	0.1	.
COc1ccc(CCN(C)C(=O)C23CC4CC(CC(Cl)(C4)C2)C3)cc1OC	-8	1	1	15	2.1	1	0.1	27
CCOCCOC(=O)C(C)Oc1ccc(Oc2ncc(Cl)cc2Cl)cc1 (stereo not given)	0	-4	.	-9	0.0	-14	0.0	1
CCCCCCN1C[C@@H](n2cc(C3CC3)nn2)[C@H](O)C[C@@H]1c1ccc(Cl)cc1	8	.	0	-21	6.1	.	0.3	47
CN(CC(=O)Nc1ccc(F)c(F)c1F)C(=O)CCN1C(=O)C2CC=CCC2C1=O (stereo not given)	-2	2	-11	-36	-2.3	.	-0.4	-6
CCc1cccc(NC(=S)N(CCOC)C(C)c2ccco2)c1 (stereo not given)	4	-1	-7	-12	-1.5	-5	0.4	-29
COc1ccc(C(=O)CN2C(=O)COc3ccccc32)cc1	.	6	.	-19	-0.2	-2	-0.6	-4
O=C(N/N=C/c1cccnc1)c1cccc(F)c1	-6	-1	17	-4	-3.3	-14	-0.1	10
COc1cc(-c2cc(OC)c3c(C)oc(C)c3c(=O)c2)ccc1O	-64	2	7	-495	-0.4	10	.	-6
Cc1ccc(C)c(NC(=O)C(=O)NCCc2c[nH]c3ccccc23)c1	4	.	-8	-10	-0.2	2	0.0	-15
